High-throughput results as filed in PubChem.
HEK293 tox – cytotoxic compounds in HEK 293 cells; HEK 293 viability, ATP luminescence (CellTiter-Glo), 48-72 h; Potency, µM (series often up to 115 µM), without a hit: at the top dose activity change, negative = cytotoxicity, usual class: inhibitors; 94,000 compounds, 6.6% hits; AID 1345083; note: potency is the fitted concentration of half-maximal effect; nearly all actives have a fitted effect of over 60% in size
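ATP-coupled CellTiter-Glo luminescence served as viability read-out, recorded 10 min after reagent addition at room temperature. HEK 293 cells, 250 cells/well, had been incubated with pintool-transferred compound for 48 or 72 hr at 37 degree Celsius.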
3T3 cytotox – kills NIH 3T3 cells; NIH 3T3 viability, CellTiter-Glo ATP luminescence, 48-72 h; Potency, µM (highest dose often 96.7 µM), for inactives: top-dose activity change, negative = cytotoxicity, hits mostly inhibitors; 94,000 compounds, 4.3% hits; note: potency is the fitted concentration of half-maximal effect; nearly all actives have a fitted effect of over 55% in size
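NIH 3T3 cells at 400 cells/well received 23 nL of compound by pintool and were incubated 48 or 72 h at 37 °C. Viability was read as ATP-coupled CellTiter-Glo luminescence.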
GPT2 inhibitor – GPT2 alanine aminotransferase inhibition | Q8TD30 | Recombinant GPT2, coupled pyruvate oxidase/HRP Amplex Red fluorescence | Potency, µM (highest dose often 57.7 µM), inactives show at the highest dose activity change, negative = inhibition, most hits filed as inhibitors | 100,000 compounds, 0.25% hits; note: potency is the fitted concentration of half-maximal effect; nearly all actives have a fitted effect of over 60% in size; many of its hits are not listed in these tables
Target sequence (Q8TD30 whole entry, looked up): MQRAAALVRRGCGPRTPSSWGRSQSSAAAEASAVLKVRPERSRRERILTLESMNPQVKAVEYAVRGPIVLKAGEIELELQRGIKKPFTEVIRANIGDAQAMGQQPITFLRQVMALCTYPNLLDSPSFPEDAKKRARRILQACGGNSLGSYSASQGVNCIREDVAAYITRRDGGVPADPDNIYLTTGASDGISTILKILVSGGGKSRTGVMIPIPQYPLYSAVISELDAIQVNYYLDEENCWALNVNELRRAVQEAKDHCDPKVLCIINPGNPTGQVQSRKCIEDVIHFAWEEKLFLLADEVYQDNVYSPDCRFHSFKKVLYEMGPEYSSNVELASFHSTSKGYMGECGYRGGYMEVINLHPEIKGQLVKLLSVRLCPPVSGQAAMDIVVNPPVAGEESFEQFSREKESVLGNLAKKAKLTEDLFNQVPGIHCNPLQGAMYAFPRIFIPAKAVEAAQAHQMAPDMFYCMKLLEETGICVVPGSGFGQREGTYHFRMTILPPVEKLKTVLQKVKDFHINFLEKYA
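Fluorescence read-out: pyruvate from GPT2 turnover coupled to pyruvate oxidase, HRP and Amplex Red (0.2mM ThPP, 0.2U/mL PO and HRP, 50uM Amplex final). Substrates 250uM a-KG, 2mM L-alanine; enzyme 10ng/uL; 30 min RT.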
Luciferase inh – blocks purified firefly luciferase enzyme activity; purified P. pyralis luciferase, luminescence, biochemical; Potency, µM (highest dose often 115 µM), inactives show top-dose activity change, negative = inhibition, hits mostly inhibitors; 76,000 compounds, 2.5% hits; AID 1347043; note: potency is the fitted concentration of half-maximal effect; nearly all actives have a fitted effect of over 65% in size
Target sequence (P08659 whole entry, looked up): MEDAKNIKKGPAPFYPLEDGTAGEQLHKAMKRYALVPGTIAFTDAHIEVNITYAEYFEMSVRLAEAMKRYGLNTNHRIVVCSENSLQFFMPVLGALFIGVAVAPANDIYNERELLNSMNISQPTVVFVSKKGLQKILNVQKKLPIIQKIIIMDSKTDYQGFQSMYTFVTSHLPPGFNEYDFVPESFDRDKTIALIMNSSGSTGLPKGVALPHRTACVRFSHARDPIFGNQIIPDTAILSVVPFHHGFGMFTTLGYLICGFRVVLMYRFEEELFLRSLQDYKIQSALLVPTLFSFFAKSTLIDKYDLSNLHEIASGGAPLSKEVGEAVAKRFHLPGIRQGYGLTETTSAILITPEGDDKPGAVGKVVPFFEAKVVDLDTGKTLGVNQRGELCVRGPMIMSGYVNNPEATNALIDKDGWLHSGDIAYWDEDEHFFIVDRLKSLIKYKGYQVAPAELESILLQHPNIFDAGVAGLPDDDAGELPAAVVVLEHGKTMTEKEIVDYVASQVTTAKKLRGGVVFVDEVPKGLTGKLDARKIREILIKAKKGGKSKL
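Inhibitors were tested against purified firefly luciferase in a biochemical, low-substrate format (both substrates at 10uM) and luminescence measured with a CCD imager.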
SNCA expr inh – reduces expression of the alpha-synuclein gene; HEK-293 SNCA-luciferase knock-in, luminescence, 24 h; Potency, µM (series often up to 57.2 µM), for the others: at the top dose activity change, negative = inhibition, most hits filed as inhibitors; 140,000 compounds, 0.17% hits; AID 1671194;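 note: potency is the fitted concentration of half-maximal effect; plate controls were DMSO cells for no effect and cell-free wells for full effect; nearly all actives have a fitted effect of over 45% in size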
HEK293 viab – reduces viability of HEK-293 SNCA reporter cells; HEK-293-SNCA-luc viability, GF-AFC fluorescence, 24 h; Potency, µM (series often up to 57.1 µM), inactives show at the highest dose activity change, negative = cytotoxicity, usual class: cytotoxic; 150,000 compounds, 0.12% hits; AID 1671193;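 note: potency is the fitted concentration of half-maximal effect; 0% = DMSO-treated cells and -100% = medium-only wells without cells; nearly all actives have a fitted effect of over 30% in size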
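HEK-293-SNCA-luc cells (1500/well) plated 24 h, then exposed 24 h to a dilution series; GF-AFC added 30 min at 37C, fluorescence 405/540 nm; normalised to medium-only and DMSO wells, Hill fit.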
IP6K1 inhibitor – IP6K1 kinase inhibition | Q92551 | IP6K1 kinase, ADP-Glo luminescence, 2 h; active compounds read low | activity change, % (series mostly up to about 58 µM) | 140,000 compounds, 0.81% hits | AID 1645851; in the data active = activity change below about -25%
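ADP-Glo luminescence measures ADP made by human IP6K1 during a 2 h RT reaction with ATP/IP6 (mix at 1.3 mM/130 uM); top library doses 57.5 and 19.1 uM final.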
The depositor's hits bear a star; i = inactive; ? = inconclusive; . = no result given; [ ] = another dose, or the depositor's remark. Unless noted, calls come from the whole dose curve; as a rule, active = well fitted curve in the direction sought with a large enough effect; inconclusive = small, poorly fitted or top-dose-only effect, or another doubt; inactive = no such curve, though single readings can be large; an effect the other way counts as inactive or inconclusive. Unless noted, % is set by controls: 0 for no effect and ±100 for the full control effect.

cpd	SMILES	HEK293 tox	3T3 cytotox	GPT2 inhibitor	Luciferase inh	SNCA expr inh	HEK293 viab	IP6K1 inhibitor
1	COC[C@@H]1CN(c2ncccn2)C[C@H]1C(=O)NCc1ccccn1	3%	-1%	1%	-4%	25%	-15%	7
2	COc1ccc(CN2CCC3(C2)C(=NC2CCCCC2)NC(=O)N3c2cc(F)cc(F)c2)cc1 (configuration not stated)	?	?	i	.	?	-17%	-10
3	Cc1ccc(C2Cn3nnc(C(=O)N4CCC(C(=O)Nc5ccc(F)cc5)CC4)c3CO2)cc1 (configuration not stated)	-19%	-8%	-2%	11µM*	100%[activator]	-5%	0
4	CCOC(=O)c1ccccc1NC(=O)Cn1nc2n(c1=O)CCCCC2	3%	-30%	i	3%	-13%	-8%	-5
5	O=C(O)CCCC(=O)N1Cc2ccccc2CC2(CCCN(Cc3ccccn3)C2)C1 (configuration not stated)	3%	i	i	.	8%	2%	1
6	Cc1cccc(N2CCN(C(=O)CN3C(=O)COc4ccc(S(=O)(=O)N5CCOCC5)cc43)CC2)c1C	.	.	.	.	20%	18%	11
7	Cn1cccc1CN1C[C@@H](CO)[C@H](NC(=O)c2ccccc2)C1	-16%	-11%	i	5%	-4%	-8%	3
8	CNC(C)C(=O)NC(C(=O)N1CCCC1c1nc(C(=O)c2ccc(F)cc2)cs1)C1CCCCC1 (configuration not stated)	.	.	i	.	.	?	7
9	CC(C)c1noc(-c2cccn3c(CNC(=O)C4CCCCC4)nnc23)n1	i	-8%	i	11%	6%	3%	18
10	COCCCNC(=O)CCCN1C(=O)CCn2nc(-c3cn(C)c4ccccc34)cc21	.	.	.	.	-8%	7%	2
11	O=C(NC1CCN(c2cc(-c3ccc(Cl)cc3)[nH]n2)C1)c1ccccc1Br (configuration not stated)	28µM*	35µM*	-27%	-9%	-14%	1%	15
12	COc1ccc(CC(=O)NC2CCN(Cc3cccc(-c4ccc(F)c(F)c4)c3)CC2)cc1	4%	-22%	.	.	.	.	23
13	O=C(NCC1CCCO1)N1CC(c2nc(CCOCC3CCCC3)no2)C1 (configuration not stated)	-11%	-10%	-6%	-2%	-5%	-4%	9
14	O=C(Nc1ccccc1)N1CCCC(C(=O)N2CCC(c3nc4ncccc4[nH]3)C2)C1 (configuration not stated)	i	i	4%	.	-8%	3%	1
15	O=C(Nc1ccc(Cl)cc1)NC1CCCN(CCn2nc3n(c2=O)CCCC3)C1 (configuration not stated)	-5%	-29%	.	.	.	.	16
16	CCCCNC(=O)CCn1c(=O)c2ccccc2n(Cc2cccc(Cl)c2)c1=O	.	.	.	.	40%[activator]	-2%	-13
17	Cc1cccc(CN2CCCC(CO)CCNC(=O)CC2)c1 (configuration not stated)	i	-6%	4%	-5%	18%	4%	-2
18	Cc1ccc2nc(-c3ccsc3)c(Nc3ccccc3C)n2c1	.	.	.	.	-8%	-3%	10
19	CC(C)c1ccc(NC(=O)C2CCN(C(=O)c3ncn4c3COC(c3ccccc3)C4)CC2)cc1 (configuration not stated)	6%	i	-7%	2.5µM*	24%	2%	8
20	CCc1cccc(NC(=O)C2CCc3ncc(-c4ccsc4)n3C2)c1 (configuration not stated)	45µM*	?	i	0%	16%	-14%	15
21	CCOc1ccc(N2CC(c3nc4ccccc4n3CC(C)C)CC2=O)cc1 (configuration not stated)	.	.	.	.	44%[activator]	3%	-13
22	COCCN(C)C[C@@H]1CN(C(=O)c2cc(C(C)C)oc2C)C[C@@H]1CO	1%	-26%	2%	1%	-8%	-6%	20
23	Cn1c(=O)c(=O)n(C)c2cc(NS(=O)(=O)c3ccc(Br)cc3)c(Cl)cc21	.	.	.	.	16%	5%	5
24	COc1ccc(-c2nc3scc(CCNC(=O)c4cc(OC)cc(OC)c4)n3n2)cc1	.	.	.	.	0%	?	-6
25	Cc1cnc(CCNS(=O)(=O)Cc2ccccc2F)n1Cc1ccccc1	?	-27%	-12%	-6%	-6%	-3%	0
26	COc1ccc(CN2CCN3C(=O)N(c4ccccc4)C[C@H]3C2)cn1	-19%[172 µM]	-30%[174 µM]	-7%[88.5 µM]	?	104%[activator][87.6 µM]	-1%[87.6 µM]	4
27	CC(=O)N1CCc2nn(CC(=O)Nc3cccc(Cl)c3C)c(=O)cc2C1	11%	i	i	8%	-13%	-3%	5
28	O=C(c1ncccc1F)N1CCCn2ccnc2C1c1ccccc1 (configuration not stated)	i	-8%	i	-11%	10%	2%	4
29	NCCC(=O)N1CCCC2(Cc3ccccc3CN2C(=O)c2ccccc2)C1 (configuration not stated)	i	i	-1%	.	6%	-4%	-6
30	CC(C)(C)Nc1nc2cc(Cl)c(Cl)cc2nc1S(C)(=O)=O	.	.	i	.	.	15µM*	-22
31	COCCNC(=O)CSc1nc(-c2ccccc2)[nH]c1-c1ccc(C)cc1	.	.	.	.	34%[activator]	-1%	11
32	COc1cccc2c(C)cc3nnc(SCC(=O)Nc4ccc(C)cc4)n3c12	.	.	.	.	19%	-4%	-17
33	O=C1CC(c2n[nH]c(C3CCOCC3)n2)CN1Cc1cccnc1 (configuration not stated)	-15%	-6%	-23%	-4%	12%	7%	1
34	O=C(CSCC1CC1)N1CCCC(c2nccn2Cc2cccnc2)C1 (configuration not stated)	0%	-1%	2%	-4%	-23%	8%	-10
35	CN(C(=O)Cn1ccn2nc(-c3ccc(F)cc3)c(CO)c2c1=O)c1ccccc1	?	-16%	i	4%	-2%	-24%	12
36	COc1ccc(-n2c(=O)c3ccccc3n(Cc3ccccc3Cl)c2=O)cc1	.	.	.	.	1%	0%	-16
37	C[C@@H]1CN(C(=O)CCc2ccc(F)cc2F)C[C@@]1(O)C1CCC1	i	2%	2%	11%	-26%	6%	3
38	Cc1ccccc1Nc1c(-c2ccncc2)nc2ccc(Cl)cn12	.	.	.	.	?	?	37
39	CCc1ccc(NC(=O)CN2CCN(Cc3ccccc3)S2(=O)=O)cc1	.	.	.	.	-11%	3%	4
40	CCC(CC)C(=O)Nc1ccc2nc(SCC(=O)N3CCCC3)sc2c1	.	.	.	.	-7%	28%	-8
41	Cc1noc(-c2ccc(OC3CN(C(=O)NCc4ccc(F)cc4)C3)cc2)n1	?	?	i	-12%	-29%	?	6
42	COc1ccccc1OCC(=O)NC1CC(=O)N(c2ccc3c(c2)OCCO3)C1 (configuration not stated)	.	.	.	.	10%	-3%	-3
43	CC(C)NC(=O)[C@@H]1C[C@H](N)CN1C(=O)c1ccc(-n2cnnn2)cc1	i	0%	3%	12%	0%	5%	-20
44	CS(=O)(=O)N1CCC(C2CCN(C(=O)c3ccn[nH]3)C2)CC1 (configuration not stated)	i	4%	-3%	0%	89%[activator]	-2%[12.5 µM]	15
45	Cc1ccc(-n2nc(C)c([C@@H]3C=C[C@@H](NC(=O)NCc4ccccc4)C3)c2C)cc1Cl	-23%[172 µM]	?	?	7.9µM*	52%[activator][87.6 µM]	-3%[87.6 µM]	-17
46	COCC1CN(C(C)=O)CC12CCN(Cc1ccc(F)c(F)c1)CC2 (configuration not stated)	?	-30%	-3%	-10%	1%	6%	7
47	Cc1cc2n(n1)CCC(=O)N2Cc1ccc(C(=O)Nc2ccc(Br)c(C)c2)cc1	.	.	.	.	53%[activator]	-5%	38
48	CCOc1ccc(-n2nc(CO)c(C(=O)NCc3ccccn3)n2)cc1	.	.	.	.	4%	-15%	33
49	CC(=O)N1CCN(c2cccc(C=O)c2)C(=O)C1	1%[172 µM]	4%[138 µM]	i	.	-8%[87.6 µM]	-1%[87.6 µM]	-5
50	C[S+](=O)([O-])NC1CC2(CCN(C(=O)c3ccccc3)CC2)c2ccccc21 (configuration not stated)	0%	?	-2%	.	-18%	1%	23

12 compounds from above, sorted by length of the SMILES, lowest first.
cpd	SMILES	HEK293 tox	3T3 cytotox	GPT2 inhibitor	Luciferase inh	SNCA expr inh	HEK293 viab	IP6K1 inhibitor
34	O=C(CSCC1CC1)N1CCCC(c2nccn2Cc2cccnc2)C1 (configuration not stated)	0%	-1%	2%	-4%	-23%	8%	-10
33	O=C1CC(c2n[nH]c(C3CCOCC3)n2)CN1Cc1cccnc1 (configuration not stated)	-15%	-6%	-23%	-4%	12%	7%	1
30	CC(C)(C)Nc1nc2cc(Cl)c(Cl)cc2nc1S(C)(=O)=O	.	.	i	.	.	15µM*	-22
48	CCOc1ccc(-n2nc(CO)c(C(=O)NCc3ccccn3)n2)cc1	.	.	.	.	4%	-15%	33
39	CCc1ccc(NC(=O)CN2CCN(Cc3ccccc3)S2(=O)=O)cc1	.	.	.	.	-11%	3%	4
29	NCCC(=O)N1CCCC2(Cc3ccccc3CN2C(=O)c2ccccc2)C1 (configuration not stated)	i	i	-1%	.	6%	-4%	-6
32	COc1cccc2c(C)cc3nnc(SCC(=O)Nc4ccc(C)cc4)n3c12	.	.	.	.	19%	-4%	-17
36	COc1ccc(-n2c(=O)c3ccccc3n(Cc3ccccc3Cl)c2=O)cc1	.	.	.	.	1%	0%	-16
37	C[C@@H]1CN(C(=O)CCc2ccc(F)cc2F)C[C@@]1(O)C1CCC1	i	2%	2%	11%	-26%	6%	3
41	Cc1noc(-c2ccc(OC3CN(C(=O)NCc4ccc(F)cc4)C3)cc2)n1	?	?	i	-12%	-29%	?	6
47	Cc1cc2n(n1)CCC(=O)N2Cc1ccc(C(=O)Nc2ccc(Br)c(C)c2)cc1	.	.	.	.	53%[activator]	-5%	38
50	C[S+](=O)([O-])NC1CC2(CCN(C(=O)c3ccccc3)CC2)c2ccccc21 (configuration not stated)	0%	?	-2%	.	-18%	1%	23

The listing continues.
cpd	SMILES	HEK293 tox	3T3 cytotox	GPT2 inhibitor	Luciferase inh	SNCA expr inh	HEK293 viab	IP6K1 inhibitor
51	CCOc1cccc(CC(=O)NCc2ccc3c(c2)CCN3C(=O)c2cccc(C)c2)c1OCC	.	.	.	.	-11%	13%	-4
52	CN(Cc1cncs1)C1CCCc2ccccc21 (configuration not stated)	?	?	i	-7%[172 µM]	-33%[87.6 µM]	-18%[87.6 µM]	1
53	CN(Cc1ccccc1)Cc1cn([C@H]2CO[C@H]3[C@@H]2OC[C@@H]3NS(=O)(=O)Cc2ccccc2)nn1	-62%	?	3%	-17%	-16%	3%	5
54	C[C@@H](NC(=O)C1CCCCC1)c1onc(-c2ccc(Cl)cc2)c1C(=O)O	3%[172 µM]	-4%[138 µM]	-6%[88.5 µM]	-10%[172 µM]	0%[87.6 µM]	8%[87.6 µM]	7
55	O=C1NC2(CCN(C(=O)c3ccccc3)C2)N=C1c1cccnc1 (configuration not stated)	4%[172 µM]	5%[138 µM]	i	5%[172 µM]	3%[87.6 µM]	1%[87.6 µM]	-9
